DUSP3 inh – VHR1 phosphatase inhibitors, primary screen, biochemical, absorbance, uHTS. AID 1654, 2009. inhibition, % at 13.3 µM. 290,000 compounds, 0.52% hits. recombinant VHR phosphatase, pNPP absorbance. Dual specificity protein phosphatase 3 (Homo sapiens), P51452; in the data active = inhibition above about 50%; also: some compounds called inactive have numbers as strong as hits
FadD28 binding – inhibitors of FadD28 bisubstrate probe binding, primary screen, biochemical, fluorescence polarization, single point; Mycobacterium tuberculosis FadD28 fatty-acid-AMP ligase; inhibition, % at 12.5 µM; 360,000 compounds, 0.22% hits; in the data active = inhibition above about 8.5%, passing the limit was not always enough; inconclusive = no clear call, values can overlap the other calls
Rv3671c inh – Rv3671c serine protease inhibitors, primary screen, biochemical, fluorescence polarization, M. tuberculosis H37Rv; P9WHR9; inhibition, % at 5.96 µM; 320,000 compounds, 0.048% hits; in the data active = inhibition above about 38%;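 also: extracellular domain of Rv3671c used as enzyme; 0% = enzyme with DMSO and 100% = no enzyme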
Target sequence (P9WHR9 whole entry, looked up, the tested form may be a part): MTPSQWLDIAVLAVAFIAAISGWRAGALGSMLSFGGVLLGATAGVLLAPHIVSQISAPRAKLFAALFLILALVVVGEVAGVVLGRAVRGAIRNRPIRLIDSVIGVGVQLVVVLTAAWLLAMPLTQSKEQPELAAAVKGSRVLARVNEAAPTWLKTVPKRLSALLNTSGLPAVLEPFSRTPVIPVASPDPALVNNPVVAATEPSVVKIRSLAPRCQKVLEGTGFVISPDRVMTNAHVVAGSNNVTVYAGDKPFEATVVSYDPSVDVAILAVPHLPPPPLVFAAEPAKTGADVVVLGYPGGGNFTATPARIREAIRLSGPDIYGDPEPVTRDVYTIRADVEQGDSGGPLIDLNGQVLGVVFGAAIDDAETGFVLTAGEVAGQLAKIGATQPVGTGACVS
Mtb FBA inh – Mtb FBA enzyme inhibitors, primary screen, biochemical, fluorescence, strain H37Rv; purified M. tuberculosis FBA, fluorescence read-out; inhibition, % at 1 µM; 360,000 compounds, 2.3% hits; AID 588726, 2011; in the data active = inhibition above about 27%;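 also: 0% = vehicle and 100% = reference inhibitor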
GDH-TPI counter – GDH-TPI coupling enzyme inhibitors, primary screen, artefact control for M. tuberculosis FBA inhibitor project, biochemical, absorbance, full deck | inhibition, % at 4.8 µM | 360,000 compounds, 1.2% hits | GDH-TPI coupled enzyme counterscreen, NADH absorbance;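 also: 0% = DMSO wells and 100% = wells lacking the enzyme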
Mtb UGM inh – M. tuberculosis UGM enzyme inhibitors, primary screen, biochemical, fluorescence polarization, single point | 320,000 compounds, 0.06% hits | purified UGM, fluorescence polarization probe displacement | inhibition, % at 10 µM; in the data active = inhibition above about 10%, passing the limit was not always enough; inconclusive = no clear call, values can overlap the other calls
Target sequence (P9WIQ1 whole entry, looked up): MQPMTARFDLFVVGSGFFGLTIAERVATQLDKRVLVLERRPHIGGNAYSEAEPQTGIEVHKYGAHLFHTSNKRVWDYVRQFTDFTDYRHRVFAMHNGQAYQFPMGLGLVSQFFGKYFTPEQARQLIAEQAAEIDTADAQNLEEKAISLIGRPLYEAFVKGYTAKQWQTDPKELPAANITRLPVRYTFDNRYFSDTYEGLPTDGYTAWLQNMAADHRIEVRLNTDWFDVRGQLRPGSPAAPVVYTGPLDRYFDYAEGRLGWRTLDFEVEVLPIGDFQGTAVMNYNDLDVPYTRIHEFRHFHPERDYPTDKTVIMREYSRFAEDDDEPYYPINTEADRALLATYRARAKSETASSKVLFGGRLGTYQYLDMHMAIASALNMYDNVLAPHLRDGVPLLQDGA
MazEF act – activators of E. coli MazEF toxin-antitoxin RNase, primary screen, biochemical, fluorescence, uHTS; activation, % at 20 µM; Endoribonuclease toxin MazF (Escherichia coli (strain K12)), P0AE70; 350,000 compounds, 0.32% hits; FAM/BHQ RNA-DNA oligo cleavage fluorescence, 5 h; in the data active = activation above about 50%
Target sequence (P0AE70 whole entry, looked up): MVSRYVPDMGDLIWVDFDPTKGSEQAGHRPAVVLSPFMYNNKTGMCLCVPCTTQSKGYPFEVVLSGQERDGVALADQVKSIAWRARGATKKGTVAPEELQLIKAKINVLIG
BioA inh – M. tuberculosis BioA enzyme inhibitors, primary screen, biochemical, plate reader, single point, HTS. 360,000 compounds, 0.096% hits. purified M. tuberculosis BioA enzyme. inhibition, % at 9.99 µM. 7,8-diaminopelargonic acid synthase BioA (Mycobacterium tuberculosis); in the data active = inhibition above about 40%; inconclusive = no clear call, values can overlap the other calls
BoNT F protease – BoNT/F light chain protease inhibitors, primary screen, biochemical, flow cytometry, MLPCN library. Botulinum neurotoxin type F light chain protease (Clostridium botulinum). Multiplex microsphere protease cleavage assay. inhibition, % at 10 µM. 360,000 compounds, 0.22% hits. AID 588497, 2011; in the data active = inhibition above about 35%, passing the limit was not always enough; inconclusive = no clear call, values can overlap the other calls; also: plate controls were buffer without enzyme for full effect and enzyme alone for no effect
CCHFV vOTU inh – CCHFV vOTU protease inhibitors, primary screen, biochemical, Pep-AMC substrate, fluorescence; inhibition, % at 11.5 µM; Crimean-Congo hemorrhagic fever virus L polyprotein viral ovarian tumor (vOTU) protease …; 370,000 compounds, 0.55% hits; also: 0% = vehicle wells with enzyme and 100% = no enzyme wells
Numbers without * were called inactive; u = inconclusive; x = not tested or not shown; & = joins results of further samples. Rule as the data show it, unless noted: active = inhibition above about 30%; inactive = the rest.

SMILES	DUSP3 inh	FadD28 binding	Rv3671c inh	Mtb FBA inh	GDH-TPI counter	Mtb UGM inh	MazEF act	BioA inh	BoNT F protease	CCHFV vOTU inh
CC(OC(=O)c1ccc(Cl)c(S(N)(=O)=O)c1)C(=O)NCC1CCCCC1 (centres undefined)	x	x	4	-4	-3	1.2	9	0.3	7	4
O=C(NCCc1ccccc1)C1CCN(C2CCN(Cc3ccc(CO)o3)CC2)CC1	13	0.1	8	-1	-5	-3.8	3	x	-9	9
COc1ccccc1-c1nn2c(C(F)(F)F)nnc2s1	22	-0.4	-11	9	5	-0.3	0	-1.2	-3	0
COc1cccc(NC(=O)N2CCN(C(=O)C(Cc3ccc(OC)c(OC)c3)NC(C)=O)CC2)c1 (centres undefined)	12	-3.1	1	-2	3	-0.6	13	2.6	13	x
CCc1ccc(S(=O)(=O)Nc2cc3c(cc2C)n(C)c(=O)n3C)cc1	11	-3.8	-11	-1	-8	-1.6	12	2.1	8	11
CCOC(=O)c1c(C)[nH]c(C)c1C(=O)CSc1nc2ccccc2n1CC	55*	-1.8	10	4	9	0.7	1	x	-6	4
O=C(Nc1cccc2c1CCCC2)c1cc(C2CCCCN2C(=O)OCCF)on1 (centres undefined)	x	-1.0	x	-2	1	x	x	-0.3	2	5
COc1ccc(CCNC(=O)CSc2nc(C)nc3c2c(=O)n(C)c(=O)n3C)cc1OC	-13	-2.4	1	3	9	0.4	7	-0.7	-5	7
CN(CC(=O)Nc1ccc(Cl)c(C(F)(F)F)c1)C(=O)/C=C/c1cccs1	x	-2.5	13	-2	4	1.5	10	3.1	-6	9
CCC(Sc1nc2ccccc2[nH]1)C(=O)Nc1cc(C)on1 (centres undefined)	-6	-3.8	-13	4	-6	0.4	6	2.3	-1	-6
O=C(O)c1ccc2cc[nH]c2c1	54*	-4.1	10	16	-11	-0.4	2	-0.3	-5	1
C[C@H](CO)N1C[C@H](C)[C@H](CN(C)S(=O)(=O)c2cccs2)Oc2ncc(-c3cc4ccccc4o3)cc2C1=O	x	-7.8	x	22	7	x	2	0.4&-0.2	4	-7
N#Cc1nc(COc2ccccc2)oc1N1CCOCC1	-5	-1.7	-1	-4	3	-2.6	1	0.0	32	3
OC[C@@H]1CN(Cc2ccc(F)cc2)C[C@H](n2cnc3c(N4CCOCC4)ncnc32)O1	x	-1.1	x	-1	4	x	x	-0.9	-6	0
Cc1cccc(OCC(=O)Nc2c3c(nn2C(C)(C)C)CS(=O)(=O)C3)c1	-28	2.2	3	5	-16	-1.0	4	1.8	-7	15
CCC(=O)N1CCc2cc(S(=O)(=O)NC(C(=O)NCc3ccc(F)cc3)C(C)C)ccc21 (centres undefined)	11	-0.5	2	-4	0	-1.9	-18	-2.5	-7	-3
O=C(C[n+]1ccc(Cc2ccccc2)cc1)Nc1ccc([N+](=O)[O-])cc1Cl	22	-0.3	10	2	13	-0.7	-16	x	-9	-3
Nc1ccc(NC(=O)NC2CCCCC2)cc1	-1	-0.6	-2	5	4	0.6	9	-0.9	-20	-6
COc1ccc(S(=O)(=O)NNC(=O)c2cc3cc4ccccc4nc3s2)cc1	-4	-13	-5	0	27	2.1	5	1.1	-9	9
COc1ccccc1N1CCN(C2CCN(C(=O)c3cc(OC)c(OC)c(OC)c3)CC2)CC1	4	0.7	0	0	1	-1.2	0	0.5	-1	-1
c1nc(NCC2CCCO2)c2[nH]cnc2n1 (centres undefined)	x	0.1	6	2	2	-3.3	-8	0.4	7	-5
CCN(CC)c1ccc(NC(=O)COC(=O)C23CCC(=O)N2c2ccccc2S3)cc1 (centres undefined)	2	-0.7	3	-2	6	-1.1	1	-3.0	-13	-2
CCC1CN(C(=O)N2CCC(C(=O)NCc3cc(OC)c(OC)c(OC)c3)CC2)c2ccccc2O1 (centres undefined)	1	-3.1	2	2	-11	-0.3	8	-1.2	-4	4
NC(N)=N/N=C/c1ccc(Cl)c([N+](=O)[O-])c1	14	-1.2	5	2	6	0.1	4	x	5	2
OC[C@@H]1CN(Cc2ccc(Cl)cc2)C[C@H](n2cnc3c(N4CCCC4)ncnc32)O1	x	-0.6	x	5	12	x	x	-1.5	-1	4
Continuation.
SMILES	DUSP3 inh	FadD28 binding	Rv3671c inh	Mtb FBA inh	GDH-TPI counter	Mtb UGM inh	MazEF act	BioA inh	BoNT F protease	CCHFV vOTU inh
CS(=O)(=O)N(Cc1cc2ccccc2[nH]c1=O)C1CCCCC1	-4	-8.8	3	2	12	-1.4	3	-3.4	2	4
O=C(CN1C(=O)CC(c2ccccc2)=Nc2ccccc21)NCc1ccco1	-14	-3.9	-3	2	2	-0.2	6	-3.0	-18	7
CCC(=O)NCCn1c(C)cc2ccccc21	2	-0.5	-9	2	0	-0.5	-9	0.4	20	x
CN1CCC(=NNC(=O)CN(c2cccc(Br)c2)S(C)(=O)=O)CC1	14	-2.2	-3	1	2	1.0	0	x	0	4
N#CCc1nn(-c2ccccc2)c2ncnc(N)c12	12	-4.4	-5	12	-14	0.3	-8	x	-3	1
CCOCCCNc1ccc(N2C(=O)C3CCCCC3C2=O)cc1[N+](=O)[O-] (centres undefined)	3	-1.5	4	5	17	-1.2	0	-1.9	-6	10
CCCCCC(=O)NC(=S)Nc1ccc(NC(=O)c2ccco2)cc1	8	0.7	-10	-3	12	2.7	0	x	-2	6
CCOC(=O)Cc1csc(SCC(=O)Nc2ccc3[nH]c(=O)[nH]c3c2)n1	x	-0.9	-3	1	-1	-0.2	-3	0.3	2	7
CCCCn1c(N)c(N(CCOC)C(=O)CSCc2ccc(C)cc2)c(=O)[nH]c1=O	x	-1.3	5	-1	4	-0.9	-14	-1.3	x	-3
Cc1nc(NC(=O)/C=C/c2ccc(C(C)(C)C)cc2)sc1C(=O)N(C)C	1	-2.9	-12	-3	16	0.8	-5	x	-7	0
COc1ccc(C2=NCCn3nc4ccccc4c32)cc1	x	-0.7	0	6	21	2.6	-10	0.8	-2	3
Cc1ccc(F)cc1C(=O)N1CCCC(c2cc(C(=O)Nc3ccccc3)no2)C1 (centres undefined)	x	-4.0	x	-5	-2	x	x	-2.0	-2	3
O=C(COC(=O)/C=C/c1ccccc1Cl)NCc1ccccc1	-3	-1.2	1	-2	-1	0.3	16	-1.8	0	-7
COC(=O)c1cc(-c2c(C)oc3cc(OC(C)C)ccc3c2=O)c(C)o1	4	-1.1	-1	0	10	-1.2	-4	7.6	-7	-2
COC(=O)Cc1ccc(NC(=O)c2ccc3c(c2)C(=O)N(Cc2ccco2)C3=O)cc1	6	-1.4	8	2	13	0.9	-3	-3.9	7	8
CCCNC(=O)N1CCC(n2nccc2NC(=O)CCOc2ccccc2)CC1	-9	-0.2	-9	-1	8	-0.2	-2	-0.7	15	8
CC(NC(=O)[C@@H](NC(=O)[C@@H]1Cc2ccccc2CN1)C(C)C)c1ccccc1 (some centres undefined)	8	1.2	-11	2	12	-2.2	5	-0.5	-1	9
COc1cccc(C(C[N+](=O)[O-])c2c(C)[nH]n(-c3ccccc3)c2=O)c1 (centres undefined)	0	1.0	-163	4	11	2.4	9	-0.5	3	17
CCOc1ccc(OCCN2C(=O)NC3(CCCc4ccccc43)C2=O)cc1 (centres undefined)	19	-2.4	3	0	-3	1.1	1	-0.9	u	6
COc1ccc(NC(=O)CN2CCN(Cc3ccccc3)CC2)cc1	6	-1.6	2	0	5	-0.2	8	12	8	-12
COC(=O)c1ccc(-c2noc(CN3C[C@H]4CC[C@H]3C4)n2)cc1	7	-3.0	-6	-12	-3	3.0	-3	0.0	-1	-7
Nc1ccc(S(=O)(=O)Nc2nccc(/C=C/c3ccc(Cl)cc3Cl)n2)cc1	21	0.2	-178	-3	27	0.9	0	-0.9	3	-10
CS(=O)(=O)c1ccc(Cl)c(NC(=O)CCl)c1	-33	-1.6	-1	3	4	-3.1	-7	x	3	16
Cc1ccc([N+](=O)[O-])cc1NC(=O)c1ccc(-c2ccccc2)cc1	6	-3.3	1	-11	-1	2.3	10	x	-8	0
Cc1cc(C)n(-c2nnc(SCC(=O)NC3CCCC3)c3ccccc23)n1	9	-1.8	0	4	-7	2.0	4	x	-3	-6

Ordered by formula weight (lowest first): part of the list above.
SMILES	DUSP3 inh	FadD28 binding	Rv3671c inh	Mtb FBA inh	GDH-TPI counter	Mtb UGM inh	MazEF act	BioA inh	BoNT F protease	CCHFV vOTU inh
N#CCc1nn(-c2ccccc2)c2ncnc(N)c12	12	-4.4	-5	12	-14	0.3	-8	x	-3	1
CCOC(=O)Cc1csc(SCC(=O)Nc2ccc3[nH]c(=O)[nH]c3c2)n1	x	-0.9	-3	1	-1	-0.2	-3	0.3	2	7
Cc1ccc(F)cc1C(=O)N1CCCC(c2cc(C(=O)Nc3ccccc3)no2)C1 (centres undefined)	x	-4.0	x	-5	-2	x	x	-2.0	-2	3

Other results.
SMILES	DUSP3 inh	FadD28 binding	Rv3671c inh	Mtb FBA inh	GDH-TPI counter	Mtb UGM inh	MazEF act	BioA inh	BoNT F protease	CCHFV vOTU inh
CCCCNC(=O)C1(C)CCN1C(=O)c1cc(-c2cccs2)oc1C (centres undefined)	x	-2.5	x	0	4	x	x	-0.1	-4	-8
CC(=O)OC1CCC2(C)C(=CCC3C2CCC2(C)C3CC3ON=C(C)C32)C1 (centres undefined)	x	-1.0	x	0	5	x	-3	1.3	-9	-18
COCC(=O)Nc1ccc(C)c(Cl)c1	-6	-3.8	1	0	-5	0.2	3	x	21	-7
Cc1ccc(OC2CCN(C(=O)[C@H]3O[C@@H](n4ccc(=O)[nH]c4=O)[C@H](O)[C@@H]3O)CC2)cc1	x	-2.2	x	1	x	x	x	9.3	0	12
NNC(=O)Cn1c(-c2ccccn2)nc2ccccc21	27	-4.4	-3	2	-2	0.7	5	-0.2	-2	-11
Cc1ccc(S(=O)(=O)N2CCC(C(=O)N[C@H](C(=O)N3CCN(C)CC3)C(C)C)CC2)cc1	17	-0.7	2	1	9	0.3	5	-2.3	3	-6
O=C(CSc1nc(SCC(=O)NCc2ccccc2)n(-c2ccccc2)n1)NCc1ccccc1	10	-5.4	-4	-3	-3	-4.0	-2	-0.1	-2	0
COc1ccc(N=C2SC(C(=O)O)CC(=O)N2C)cc1 (centres undefined)	49	1.2	-2	1	0	0.7	-4	x	3	1
Cc1ccc(/C=C2\CCOC2=O)cc1	42	-1.0	-10	-2	2	-0.1	-1	-1.0	35*	-10
COc1ccc(N2CC(O)(c3ccc(F)cc3)[N+]3=C2CCCC3)cc1 (centres undefined)	15	1.4	7	-1	0	0.7	4	-0.5	-1	2
COc1ccc(C2/C=C\CC(NC(=O)OCC3c4ccccc4-c4ccccc43)CC(=O)N2Cc2ccccc2F)cc1 (centres undefined)	x	-2.4	x	3	5	x	-17	-2.0	2	x
Cc1ccc(S(=O)(=O)N2CC3(O)CN(C(=O)OC(C)C)N(C(=O)OC(C)C)CC3(OC(=O)NCc3ccccc3F)C2)cc1 (centres undefined)	x	-2.4	x	-1	-5	x	4	-0.9	-5	17

Whole records as entered above. Order of screens: DUSP3 inh | FadD28 binding | Rv3671c inh | Mtb FBA inh | GDH-TPI counter | Mtb UGM inh | MazEF act | BioA inh | BoNT F protease | CCHFV vOTU inh
Cc1ccc(/C=C2\CCOC2=O)cc1 as listed: 42 | -1.0 | -10 | -2 | 2 | -0.1 | -1 | -1.0 | 35* | -10
Cc1ccc(OC2CCN(C(=O)[C@H]3O[C@@H](n4ccc(=O)[nH]c4=O)[C@H](O)[C@@H]3O)CC2)cc1 as listed: x | -2.2 | x | 1 | x | x | x | 9.3 | 0 | 12

Screens as filed in PubChem BioAssay.
